Screens (PubChem BioAssay)
Neddylation inh – inhibitors of human cullin neddylation. P61081+Q13564. TR-FRET cullin neddylation, biochemical. calls only at 25 µM. actives 0.58% (n = 360,000); in the data active means inhibition above about 36%
CendR NRP1 mod – NRP-1/CendR interaction modulation. O14786. FAM-RPARPAR peptide binding to NRP-1, fluorescence polarization. inhibition, % at 25 µM. actives 0.85% (n = 360,000);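 active means inhibition or corrected inhibition above about 18%, plus a signal ratio from 0.5 to 1.5, limit read from the data, passing the limit was not always enough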; further: strong numbers were not always called active
Target sequence (O14786 whole entry, looked up): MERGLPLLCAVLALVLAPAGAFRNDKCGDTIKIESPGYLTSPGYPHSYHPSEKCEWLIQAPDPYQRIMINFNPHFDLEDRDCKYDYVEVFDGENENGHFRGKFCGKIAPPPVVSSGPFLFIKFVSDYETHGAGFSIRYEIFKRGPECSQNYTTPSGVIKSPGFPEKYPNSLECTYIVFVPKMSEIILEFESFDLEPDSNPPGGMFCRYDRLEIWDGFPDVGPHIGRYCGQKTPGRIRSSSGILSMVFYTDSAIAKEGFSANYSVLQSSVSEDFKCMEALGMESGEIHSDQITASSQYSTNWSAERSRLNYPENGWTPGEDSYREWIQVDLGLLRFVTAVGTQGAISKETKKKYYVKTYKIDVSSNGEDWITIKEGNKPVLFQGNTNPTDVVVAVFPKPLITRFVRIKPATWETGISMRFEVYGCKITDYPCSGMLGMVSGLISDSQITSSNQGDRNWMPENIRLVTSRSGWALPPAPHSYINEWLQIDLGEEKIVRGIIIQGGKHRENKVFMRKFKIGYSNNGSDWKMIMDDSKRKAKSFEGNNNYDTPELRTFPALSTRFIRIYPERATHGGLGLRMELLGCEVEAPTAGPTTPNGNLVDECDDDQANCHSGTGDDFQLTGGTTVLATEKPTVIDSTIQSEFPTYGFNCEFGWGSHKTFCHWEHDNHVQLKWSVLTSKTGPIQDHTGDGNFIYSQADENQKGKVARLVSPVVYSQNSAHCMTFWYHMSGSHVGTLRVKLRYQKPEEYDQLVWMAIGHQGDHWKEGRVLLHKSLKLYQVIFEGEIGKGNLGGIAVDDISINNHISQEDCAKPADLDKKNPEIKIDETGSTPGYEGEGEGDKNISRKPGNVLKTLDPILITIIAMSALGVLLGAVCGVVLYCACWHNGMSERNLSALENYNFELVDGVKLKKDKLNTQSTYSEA
MT1-MMP act inh – blocks activation of human MT1-MMP. HT1080 RFP-PRO-GFP cells, GFP/RFP ratio fluorescence, overnight; percent of plate control window, DMSO zero. GFP/RFP ratio change, % at 20 µM. actives 0.061% (n = 360,000);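 active means GFP/RFP ratio change of at least 30% with cell ATP level not reduced by more than half and red fluorescence within 50% of control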; further: strong numbers were not always called active
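Test system: HT1080 RFP-PRO-GFP cells; Benchmarks: DMSO and RFP-L50D-GFP cell wells; Timing: cells overnight before dosing, compound overnight, 37 °C, 5% CO2; Compound: one 20 µM compound dose with 1% DMSO; Read-out: GFP/RFP fluorescence ratio.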
eLon inh – E. coli protease La inhibition. purified E. coli Lon protease, fluorescence polarization. actives 0.42% (n = 360,000). P0A9M0. inhibition, % at 7.94 µM; in the data active means inhibition above about 13%, passing the limit was not always enough;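 further: 0% = enzyme with probe and DMSO and 100% = no enzyme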
SKN-1 block – inhibitors of C. elegans SKN-1; actives 0.49% (n = 360,000); inhibition, % at 21.8 µM; AID 624304; C. elegans VP596 Pgst-4::GFP/RFP ratio, acrylamide-induced, 24 h;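 active means interference check ratio from 0.5 to 1.5 plus GFP to RFP signal ratio inhibition reaching or exceeding a fixed threshold, cut at about 30% in these data, passing the limit was not always enough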; further: some compounds called inactive have numbers as strong as hits
bovine MsrA act – activators of bovine methionine sulfoxide reductase A; activation, % at 10.6 µM; purified bovine MsrA, absorbance read-out; actives 0.3% (n = 360,000); AID 602163; in the data active means activation above about 7.5%;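 further: 0% = vehicle and 100% = reference activator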
PABP1 MLLE inh – blocks PAM2 peptide binding to the PABP1 MLLE domain | inhibition, % at 20 µM | GST-MLLE / FITC-PAM2 fluorescence polarization | AID 588489 | P11940 | actives 0.36% (n = 360,000); in the data active means inhibition above about 35%, passing the limit was not always enough;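 further: plate controls were DMSO wells with GST-MLLE for no effect and wells lacking GST-MLLE protein for full effect; some results filed as inactive read as strong as hits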
FAS-TE inh – FAS thioesterase (human) inhibition | P49327 | recombinant FAS-TE, OMFH fluorogenic substrate, fluorescence endpoint | inhibition, % at 15 µM | actives 0.67% (n = 360,000) | AID 602261;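 active means compounds whose normalised, plate-corrected inhibition of enzyme fluorescence in the single-dose primary screen is 50% or more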;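 further: 0% = DMSO with enzyme and 100% = substrate without enzyme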
Rin1 Abl inh – inhibitors of human Rin1-Abl protein interaction. actives 0.4% (n = 360,000). AID 588664. inhibition, % at 7.35 µM. P00519+Q13671. TR-FRET Rin1/Abl binding, biochemical; in the data active means inhibition above about 5%, passing the limit was not always enough
An asterisk follows results filed as active. The order is random, and some 4% of all compounds hit somewhere here.

`CC1CC(C)(C)NC(=S)N1CCC(=O)NCCc1ccc(Cl)cc1` (configuration not stated) gave Neddylation inh inactive, CendR NRP1 mod -4, MT1-MMP act inh 2, eLon inh -4, SKN-1 block -5, bovine MsrA act -6, PABP1 MLLE inh -60, FAS-TE inh -6 and Rin1 Abl inh 1.
Screening CC(C)c1ccc(N(CC(=O)NC2CCCCC2)C(=O)CCC(=O)Nc2ccccn2)cc1 returned Neddylation inh inactive, CendR NRP1 mod -6, MT1-MMP act inh -2, eLon inh 4, SKN-1 block 1, bovine MsrA act -4, PABP1 MLLE inh 1, FAS-TE inh 15 and Rin1 Abl inh 0.
COc1nc(OC)nc(Oc2ccc(Cl)cc2[N+](=O)[O-])n1 was read as Neddylation inh inactive, CendR NRP1 mod -8, MT1-MMP act inh 5, eLon inh -5, SKN-1 block 0, bovine MsrA act -4, PABP1 MLLE inh 9, FAS-TE inh -10 and Rin1 Abl inh 0.
Screening COc1ccc(CN(CCC(c2ccc(F)cc2)C2CCOC(C)(C)C2)C(=O)c2ccco2)cc1 (configuration not stated) returned Neddylation inh inactive, CendR NRP1 mod 14, MT1-MMP act inh -17, eLon inh -11, SKN-1 block 7, bovine MsrA act 0, PABP1 MLLE inh 12, FAS-TE inh 47 and Rin1 Abl inh 5.5*.
Screening Nc1nc(Sc2ccc(C(F)(F)F)cn2)n[nH]1 returned Neddylation inh inactive, CendR NRP1 mod -7, MT1-MMP act inh -1, eLon inh 6, SKN-1 block 14, bovine MsrA act -2, PABP1 MLLE inh 16, FAS-TE inh -7 and Rin1 Abl inh -2.
CCOc1ccccc1CNCc1ccc(C(=O)O)cc1 was read as Neddylation inh inactive, CendR NRP1 mod 19, MT1-MMP act inh 7, eLon inh -4, SKN-1 block 9, bovine MsrA act -2, PABP1 MLLE inh 2, FAS-TE inh -6 and Rin1 Abl inh -3.
CCn1c(=O)cc(OCC(=O)Nc2cc(C)ccn2)c2ccccc21 was read as Neddylation inh inactive, CendR NRP1 mod -7, MT1-MMP act inh 2, eLon inh 15, SKN-1 block -4, bovine MsrA act -2, PABP1 MLLE inh 8, FAS-TE inh -4 and Rin1 Abl inh -2.
For C=CCN1C(=O)c2ccccc2Sc2ccc(C(=O)N3CCN(C)CC3)cc21 the results were Neddylation inh inactive, CendR NRP1 mod 10, MT1-MMP act inh -5, eLon inh -6, SKN-1 block -12, bovine MsrA act -3, PABP1 MLLE inh 8, FAS-TE inh -10 and Rin1 Abl inh -4.
`CC1CCN(C(=O)CSCC(=O)Nc2nc(-c3cccs3)cs2)CC1` gave Neddylation inh inactive, CendR NRP1 mod 5, MT1-MMP act inh 7, eLon inh 2, SKN-1 block -5, bovine MsrA act 1, PABP1 MLLE inh 5, FAS-TE inh 13 and Rin1 Abl inh 0.
O=C1CN(C(=O)c2cc3ccccc3oc2=O)C(c2ccccc2)c2cc(F)ccc2N1 (configuration not stated) was read as Neddylation inh inactive, CendR NRP1 mod 4, MT1-MMP act inh -4, eLon inh -9, SKN-1 block 17, bovine MsrA act 2, PABP1 MLLE inh 5, FAS-TE inh -3 and Rin1 Abl inh 2.
Screening Oc1ccc2ccccc2c1CNc1ccc(Br)cn1 returned Neddylation inh inactive, CendR NRP1 mod -2, MT1-MMP act inh -4, eLon inh -4, SKN-1 block 6, bovine MsrA act -1, PABP1 MLLE inh 7, FAS-TE inh 33 and Rin1 Abl inh -5.
For CC(=O)/C(=N\Nc1ccccc1)Sc1nnc(-c2ccccc2)n1-c1ccccc1 the results were Neddylation inh inactive, CendR NRP1 mod 4, MT1-MMP act inh 0, eLon inh -10, SKN-1 block 9, bovine MsrA act -2, PABP1 MLLE inh -108, FAS-TE inh -2 and Rin1 Abl inh -4.
Screening Cc1noc(C)c1COc1ccccc1C(=O)NCCOc1ccccc1 returned Neddylation inh inactive, CendR NRP1 mod 2, MT1-MMP act inh 2, eLon inh -6, SKN-1 block 17, bovine MsrA act -1, PABP1 MLLE inh 0, FAS-TE inh -1 and Rin1 Abl inh -2.
For COC(=O)C1CCN(C(=O)c2cc(=O)[nH]c3ccccc23)CC1 the results were Neddylation inh inactive, CendR NRP1 mod -9, MT1-MMP act inh 3, eLon inh 7, SKN-1 block 2, bovine MsrA act -4, PABP1 MLLE inh 4, FAS-TE inh -6 and Rin1 Abl inh 2.
For O=C(Nc1ccccc1)C(c1ccccc1)c1ccccc1 the results were Neddylation inh inactive, CendR NRP1 mod 7, MT1-MMP act inh -2, eLon inh 9, SKN-1 block 6, bovine MsrA act -3, PABP1 MLLE inh 10, FAS-TE inh 13 and Rin1 Abl inh -2.
`Cn1cc(CN2CCN(CCO)CC2)c(-c2ccc(Oc3ccccc3)cc2)n1` gave Neddylation inh inactive, CendR NRP1 mod -5, MT1-MMP act inh -3, eLon inh -6, SKN-1 block 2, bovine MsrA act -3, PABP1 MLLE inh 13, FAS-TE inh -4 and Rin1 Abl inh -2.
Screening COc1ccccc1C(=O)NNC(=O)c1ccc(NS(=O)(=O)c2cccs2)cc1 returned Neddylation inh inactive, CendR NRP1 mod 7, MT1-MMP act inh -6, eLon inh -4, SKN-1 block 10, bovine MsrA act -3, PABP1 MLLE inh -16, FAS-TE inh -5 and Rin1 Abl inh 1.
`O=C(Cc1ccsc1)Nc1ccc2c(c1)OCO2` gave Neddylation inh inactive, CendR NRP1 mod 0, MT1-MMP act inh 3, eLon inh -5, SKN-1 block 7, bovine MsrA act -4, PABP1 MLLE inh 0, FAS-TE inh -6 and Rin1 Abl inh -2.
Screening CCC(C)N(CCNC(=O)CC1Oc2ccc(C)cc2NC1=O)C1CCCCC1 (configuration not stated) returned Neddylation inh inactive, CendR NRP1 mod 3, MT1-MMP act inh 0, eLon inh -7, SKN-1 block 13, bovine MsrA act 2, PABP1 MLLE inh 31, FAS-TE inh -8 and Rin1 Abl inh -4.
`Cc1ccc2c(CN3CCN(Cc4ccccc4)CC3)cc(=O)oc2c1` gave Neddylation inh inactive, CendR NRP1 mod 18, MT1-MMP act inh -2, eLon inh -1, SKN-1 block -4, bovine MsrA act -4, PABP1 MLLE inh 6, FAS-TE inh 4 and Rin1 Abl inh 0.
`O=[N+]([O-])c1ccccc1SNc1ccccc1` gave Neddylation inh inactive, CendR NRP1 mod 8, MT1-MMP act inh 7, eLon inh -11, SKN-1 block 33, bovine MsrA act -1, PABP1 MLLE inh 14, FAS-TE inh 30 and Rin1 Abl inh -2.
Screening CN(C)C(=S)Nc1cccc(-c2n[nH]c(=S)o2)c1 returned Neddylation inh inactive, CendR NRP1 mod -9, MT1-MMP act inh 2, eLon inh 0, SKN-1 block 2, bovine MsrA act -1, PABP1 MLLE inh -84, FAS-TE inh -6 and Rin1 Abl inh 2.
`COc1ccc2[nH]c(=O)c(CN(C(=O)c3ccccn3)c3ccccc3)cc2c1` gave Neddylation inh inactive, CendR NRP1 mod 3, MT1-MMP act inh 0, eLon inh -1, SKN-1 block -9, bovine MsrA act -5, PABP1 MLLE inh 3, FAS-TE inh -1 and Rin1 Abl inh 1.
For CN(C)CCNc1oc(-c2ccccc2Cl)nc1S(=O)(=O)c1ccccc1 the results were Neddylation inh inactive, CendR NRP1 mod 10, MT1-MMP act inh 1, eLon inh -2, SKN-1 block 2, bovine MsrA act 0, PABP1 MLLE inh 5, FAS-TE inh -2 and Rin1 Abl inh -1.
For CN(C)c1ccc(S(=O)(=O)NCC(=O)NCCOc2ccccc2F)cc1[N+](=O)[O-] the results were Neddylation inh inactive, CendR NRP1 mod -2, MT1-MMP act inh 7, eLon inh -3, SKN-1 block -10, bovine MsrA act -9, PABP1 MLLE inh 12, FAS-TE inh 2 and Rin1 Abl inh 0.
O=S(=O)(c1ccc(Br)cc1)N1CCC2(CC1)OCCO2 was read as Neddylation inh inactive, CendR NRP1 mod 7, MT1-MMP act inh -2, eLon inh -10, SKN-1 block -5, bovine MsrA act -6, PABP1 MLLE inh 0, FAS-TE inh -3 and Rin1 Abl inh 2.
COc1cc(Nc2nnc(C)s2)c(Cl)cc1Cl was read as Neddylation inh inactive, CendR NRP1 mod 6, MT1-MMP act inh 0, eLon inh -9, SKN-1 block 10, bovine MsrA act 2, PABP1 MLLE inh -19, FAS-TE inh -6 and Rin1 Abl inh -1.
For O=C(NCCCn1ccnc1)C(=O)NCC1OCCN1S(=O)(=O)c1ccc(Cl)cc1 (configuration not stated) the results were Neddylation inh inactive, CendR NRP1 mod 5, MT1-MMP act inh 4, eLon inh -9, SKN-1 block 10, bovine MsrA act -3, PABP1 MLLE inh 21, FAS-TE inh -10 and Rin1 Abl inh -1.
Screening CCOC(=O)/C=C/C(=O)N1CCc2ccccc21 returned Neddylation inh inactive, CendR NRP1 mod -3, MT1-MMP act inh -3, eLon inh 0, SKN-1 block 4, bovine MsrA act -12, PABP1 MLLE inh -17, FAS-TE inh -6 and Rin1 Abl inh 6.
`COCCn1nnnc1C(c1ccc(OC)c(OC)c1)N1CCc2ccccc21` (configuration not stated) gave Neddylation inh inactive, CendR NRP1 mod -28, MT1-MMP act inh -1, eLon inh 1, SKN-1 block 1, bovine MsrA act -2, PABP1 MLLE inh 0, FAS-TE inh -7 and Rin1 Abl inh 2.

For convenience, some entries already given.
For O=C(NCCCn1ccnc1)C(=O)NCC1OCCN1S(=O)(=O)c1ccc(Cl)cc1 (configuration not stated) the results were Neddylation inh inactive, CendR NRP1 mod 5, MT1-MMP act inh 4, eLon inh -9, SKN-1 block 10, bovine MsrA act -3, PABP1 MLLE inh 21, FAS-TE inh -10 and Rin1 Abl inh -1.
Screening CCOC(=O)/C=C/C(=O)N1CCc2ccccc21 returned Neddylation inh inactive, CendR NRP1 mod -3, MT1-MMP act inh -3, eLon inh 0, SKN-1 block 4, bovine MsrA act -12, PABP1 MLLE inh -17, FAS-TE inh -6 and Rin1 Abl inh 6.
`COCCn1nnnc1C(c1ccc(OC)c(OC)c1)N1CCc2ccccc21` (configuration not stated) gave Neddylation inh inactive, CendR NRP1 mod -28, MT1-MMP act inh -1, eLon inh 1, SKN-1 block 1, bovine MsrA act -2, PABP1 MLLE inh 0, FAS-TE inh -7 and Rin1 Abl inh 2.

Next entries
Screening COc1ccc(-c2oc3ccc(-c4ccc5c(c4)OCO5)cc3c2-c2ccc(OC)nc2)cc1 returned Neddylation inh inactive, CendR NRP1 mod 27*, MT1-MMP act inh 2, eLon inh -3, SKN-1 block -9, bovine MsrA act -8, PABP1 MLLE inh -1, FAS-TE inh 36 and Rin1 Abl inh 0.
Cc1cc(C)c(C(=O)NCC(=O)c2ccccc2)c(C)c1 was read as Neddylation inh inactive, CendR NRP1 mod 0, MT1-MMP act inh 4, eLon inh -3, SKN-1 block -6, bovine MsrA act -6, PABP1 MLLE inh -4, FAS-TE inh -2 and Rin1 Abl inh 1.
For COc1ccc(-c2coc3c(C(=O)NCC(C)C)cccc23)c(C)c1 the results were Neddylation inh inactive, CendR NRP1 mod 0, MT1-MMP act inh -11, eLon inh -4, SKN-1 block 2, bovine MsrA act -2, PABP1 MLLE inh -11, FAS-TE inh 14 and Rin1 Abl inh 4.
Screening O=C(Nc1nnc(SCc2ccc(F)cc2)s1)c1cccnc1Cl returned Neddylation inh inactive, CendR NRP1 mod -3, MT1-MMP act inh 7, eLon inh 7, SKN-1 block 7, bovine MsrA act -5, PABP1 MLLE inh 3, FAS-TE inh 1 and Rin1 Abl inh 2.
Screening O=C(N1CCOCC1)N(Cc1ccccc1)c1ccccn1 returned Neddylation inh inactive, CendR NRP1 mod 1, MT1-MMP act inh -1, eLon inh 1, SKN-1 block 2, bovine MsrA act 1, PABP1 MLLE inh 8, FAS-TE inh -8 and Rin1 Abl inh 1.
